Screening results (PubChem)
IMPase Li inh: cell-permeable IMPase inhibitors with lithium potentiation | 210,000 compounds, 0.35% hits | Potency, µM (titrated, usually from 59.4 µM), without a hit: at the highest dose activity, negative = IMPase inhibition, most hits filed as inhibitors | CHO-M1 cells, IP1 TR-FRET (IP-One), carbachol + lithium;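 note: IP1 builds up when IMPase is blocked and the TR-FRET signal falls; potency is the fitted concentration of half-maximal effect; plate controls were basal vehicle for no effect and high inhibitor control for full effect; nearly all actives have a fitted effect of over 50% in size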
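CHO-M1, 2000 cells/well, 16–30 h culture; cpd + low Li+, 30 min 37C; lysis with d2-IP1/Eu-anti-IP1 Ab, 10 min RT; TR-FRET 665/620 ratio and 620 channel; AC50 via Hill.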
SMN2 splice enh: increases expression of the SMN2 splice variant. HEK293 SMN2-luciferase splicing reporter, luminescence, 30-36 h. Potency, µM (series often up to 46.1 µM), for inactives: top-dose activity change, positive = activation, hits mostly activators. 210,000 compounds, 2.8% hits. AID 1458; note: potency is the fitted concentration of half-maximal effect; % of control where 0% means no effect; nearly all actives have a fitted effect of over 55% in size
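HEK293 cells carry an SMN2 minigene-luciferase reporter in which exon 7 inclusion puts luciferase in frame. Cells were seeded at 2000 cells/well, attached for 10-12 hours, then exposed to compounds for 30-36 hours at 37C before ONE-Glo luminescence.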
LMNA splice mod: LMNA splicing modulation. HeLa LMNA splicing GFP/RFP minigene ratio, 48 h. Potency, µM (series often up to 46.1 µM), for inactives: top-dose ratio change, negative = inhibition, actives largely listed as inhibitors. 200,000 compounds, 0.01% hits; active = well fitted inhibition curve with a large enough effect in the signal ratio, with a control signal flat, not every such curve was filed as active; inconclusive = small, poorly fitted or top-dose-only effect, or effect the other way, or a change in a side signal; the % refers to the signal ratio; note: potency is the fitted concentration of half-maximal effect; % is set by controls: 0 for no effect and ±100 for the full control effect
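S3 HeLa cells stably expressing lamin A-EGFP splicing minigene plus DsRed2, 600 cells/well, 48 h compound exposure at 37C. Laser-scanning cytometry; analysed as GFP (500-530 nm)/RFP (575-640 nm) total intensity ratio; 0.5% DMSO vehicle.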
HttQ103 aggreg: reduces HttQ103-GFP aggregates in PC12 cells | 220,000 compounds, 1.1% hits | AID 1688 | PC12 HttQ103-GFP aggregates, Acumen cytometry, 40 h | Potency, µM (series often up to 46.1 µM), for inactives: at the highest dose activity change, negative = inhibition, most hits filed as inhibitors; note: potency is the fitted concentration of half-maximal effect; % is set by controls: 0 for no effect and ±100 for the full control effect; nearly all actives have a fitted effect of over 60% in size
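Quantitative HTS on tebufenozide-induced (100 nM) PC12 cells stably expressing polyQ103 Huntingtin exon 1–GFP. Reduction of bright GFP aggregates, detected by laser scanning cytometry after lysis, identified actives across the titration.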
HTT cytoprotect: Huntington cell model cytoprotection by ATP luminescence; PC12 HTT-Q103 induced, cytoprotection, ATP luminescence, 40 h; Potency, µM (doses to about 56.4 µM), without a hit: cytoprotection (ATP increase), usual class: activators; 230,000 compounds, 0.14% hits;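 note: potency is the fitted concentration of half-maximal effect; % of control where 0% means no effect; nearly all actives have a fitted effect of over 45% in size; toxic huntingtin expression switched on by the ecdysone agonist tebufenozide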
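Huntington model: PC12 line, ecdysone-inducible HTTQ103 exon1–GFP, tebufenozide 100 nM. Test articles in a dose series. Endpoint luminescence from cellular ATP.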
CBFb-RUNX1 inh: inhibitors of human CBF-beta and RUNX1 interaction; 230,000 tested, under 10 active; Q01196+Q13951; AlphaScreen CBFb-His/RUNX1-biotin binding, biochemical; Potency, µM (titrated, usually from 59.8 µM), for inactives: at the highest dose activity, negative = inhibition, actives largely listed as inhibitors; note: % of control where 0% means no effect
Target sequence (Q01196 whole entry, looked up): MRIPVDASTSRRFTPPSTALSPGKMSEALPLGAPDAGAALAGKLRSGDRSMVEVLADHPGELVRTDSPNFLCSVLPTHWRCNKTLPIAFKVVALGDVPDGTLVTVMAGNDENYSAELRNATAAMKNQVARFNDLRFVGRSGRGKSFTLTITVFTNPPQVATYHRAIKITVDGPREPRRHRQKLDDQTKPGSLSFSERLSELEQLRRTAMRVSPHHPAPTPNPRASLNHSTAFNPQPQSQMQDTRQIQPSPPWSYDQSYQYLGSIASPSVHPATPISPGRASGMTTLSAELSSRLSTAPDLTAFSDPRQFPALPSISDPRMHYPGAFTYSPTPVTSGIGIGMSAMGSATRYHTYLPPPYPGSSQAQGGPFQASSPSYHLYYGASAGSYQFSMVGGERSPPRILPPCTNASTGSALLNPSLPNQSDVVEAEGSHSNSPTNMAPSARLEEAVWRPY
Target sequence (Q13951 whole entry, looked up): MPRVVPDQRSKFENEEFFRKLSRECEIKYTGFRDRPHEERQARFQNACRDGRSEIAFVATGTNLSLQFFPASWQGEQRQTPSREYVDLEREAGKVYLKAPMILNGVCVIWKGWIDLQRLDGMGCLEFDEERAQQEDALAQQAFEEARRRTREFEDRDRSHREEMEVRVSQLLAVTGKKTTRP
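Proteins preincubated together for 20 min at RT before compound addition; 15 min later, nickel and streptavidin beads were added and left 90 min prior to AlphaScreen measurement.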
KinaseGlo FLuc: Kinase-Glo luciferase inhibition (counter-screen); Kinase-Glo luciferase, ATP luminescence, 8 min; Potency, µM (top dose mostly 38.3 µM), without a hit: at the top dose activity change, negative = inhibition, most hits filed as inhibitors; 200,000 compounds, 0.28% hits; note: potency is the fitted concentration of half-maximal effect; % is set by controls: 0 for no effect and ±100 for the full control effect; nearly all actives have a fitted effect of over 60% in size
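Compound is pinned into ATP-containing buffer (10 uM ATP, imidazole pH 7.2, 7 mM MgCl2). Kinase-Glo luciferase reagent is then added. Light output is recorded following an 8-min room-temperature incubation.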
Starred values were filed as active, the others as inactive; u = inconclusive; x = no result given; [ ] = remark or other dose. Unless noted, calls come from the whole dose curve; as a rule, active = well fitted curve in the direction sought with a large enough effect; inconclusive = small, poorly fitted or top-dose-only effect, or another doubt; inactive = no such curve, though single readings can be large; an effect the other way counts as inactive or inconclusive.

SMILES	IMPase Li inh	SMN2 splice enh	LMNA splice mod	HttQ103 aggreg	HTT cytoprotect	CBFb-RUNX1 inh	KinaseGlo FLuc
COc1cccc(Cn2c(=O)c(-c3cc(F)cc(F)c3)nc3cnc(N4CCNCC4)nc32)c1	16%	x	u	x	-102%[inhibitor]	x	x
O=C(O)C(c1ccccc1)C1(O)CCCCC1 (stereo not given)	x	x	x	12%[9.22 µM]	14%[10 µM]	8%	x
CCC1(CC)Cc2ccccc2C(=C(C#N)C#N)N1	20%[38.3 µM]	-11%	-2%	u	14%[10 µM]	11%	3%
CCOC(=O)c1[nH]cnc1C(=O)Nc1cccc(OC)c1	x	x	6%[46 µM]	7%[9.22 µM]	-13%[10 µM]	4%	x
Cc1[nH]n(-c2ccccc2)c(=O)c1N=Nc1ccccc1	12%	14µM*	x	x	x	u	-1%
Cc1ccc(C(=O)OCCn2cc(C#N)c(=O)[nH]c2=O)cc1	-2%	-3%	x	8%[9.22 µM]	-44%	15%	5%
CCNC(=S)NNC(=O)Cc1ccccc1	14%[38.3 µM]	4%	8%	4%	-20%	0%	2%
OC1(c2cccs2)CN(c2ccc(Cl)cc2)C2=[N+]1CCCS2 (stereo not given)	23%	-11%	x	-5%	x	-21%	2%
COCCn1c(C)cc(C(=O)COC(=O)CCc2ccc(S(=O)(=O)N3CCOCC3)cc2)c1C	-7%[38.3 µM]	-1%	-4%	0%	-26%	-15%	-3%
O=C(CN1CCCCC1)NC(=O)NC1CCCC1	1%	1%	-6%[46 µM]	10%	-27%	1%	2%
CCc1cc(OCCCCNCc2ccccc2)ccc1Cl	-3%	15%	8%	4%	x	5%	-1%
CCCCC(CC)COCCCN (stereo not given)	-10%	1%	x	x	-42%[inhibitor]	23%[21.7 µM]	x
O=c1/c(=C\c2cc([N+](=O)[O-])cc([N+](=O)[O-])c2O)sc2nc3ccccc3n12	2%	-3%	x	-2%	-15%	u	-1%
CCCCCn1c(S(=O)(=O)O)nc2ccccc21	-7%[38.3 µM]	10%	11%	u	-4%	0%	6%
CCOc1c(/C=C(\C#N)C(N)=O)c2ccccc2n1CC	-1%	-6%	-10%	u	-1%[10 µM]	-5%	-2%
O=C(NCc1ccccc1)c1ccc(Cn2cc(C(F)(F)F)ccc2=O)cc1	10%[38.3 µM]	3%	-2%	-3%	-18%	-1%	-1%
CCOC(=O)C1(Cc2cccc(OC)c2)CCN(Cc2cccc(O)c2)CC1	12%	x	u	-10%[9.22 µM]	4%[10 µM]	4%	1%
Cc1ccc2c(c1)NC(=O)C(CC(=O)NCCCN1CCN(c3cc(Cl)ccc3C)CC1)O2 (stereo not given)	15%	-86%[inhibitor]	u	-7%	-11%[10 µM]	-3%	8%
CCC/C(=N/NC(=O)c1ccc2c(c1)OCO2)c1cccs1	22%	20µM*	-2%	-1%	x	6%	-13%
O=C(O)C1=C[C@@H](c2csc3ccccc23)C[C@@H](OCCCCO)O1	-3%	x	x	2%[9.22 µM]	26%[10 µM]	7%	x
C=CCn1c(C(C)C)nc2ccccc21	-1%	-21%	u	-2%	-42%[inhibitor]	6%	0%
CC(C)OC(=O)c1cccc2c1C(=O)c1ccccc1-2	x	x	x	-3%[9.22 µM]	4%[10 µM]	5%	x
CSc1ccc(NC(=O)N2CCN(c3nc4ccccc4s3)CC2)cc1	10%[38.3 µM]	x	u	-19%	22%	5%	-4%
O=C1N/C(=N/S(=O)(=O)Cc2ccccc2)S/C1=C/c1ccc2c(c1)OCO2	x	x	x	-1%[9.22 µM]	1%[10 µM]	-4%	x
Cc1cc(=O)n(CC(=O)O)c2ccccc12	3%	x	x	-4%[9.22 µM]	10%[10 µM]	9%	-4%
O=C(Cc1csc(N2CCOCC2)n1)N/N=C/c1ccccc1C(=O)O	x	x	x	-4%[9.22 µM]	3%[10 µM]	7%	x
COc1ccccc1C(=O)NCC(=O)OCc1ccc(Br)cc1	x	x	-5%	-7%	11%[10 µM]	5%	x
CCc1nc2c(c(=O)c3ccccc3n2C)c(=O)n1-c1ccc(F)cc1	-7%	u	-22%	-9%	-13%[10 µM]	7%	-29%
Cc1cc(C)c2nc(NNC(=O)c3ccc(S(=O)(=O)N4CC(C)CC(C)C4)cc3)sc2c1 (stereo not given)	-8%	-101%[inhibitor]	u	u	x	-2%[2.36 µM]	1%
Cc1cc(=O)[nH]c(N/N=C/c2c[nH]c3ccccc23)n1	x	x	x	6%[9.22 µM]	-9%[10 µM]	7%	x
Fc1ccc(-c2cnn3c(-c4ccncc4)ccnc23)cc1	25%	4.5µM*	x	-33%	-116%[inhibitor]	10%	-5%
COc1ccc(NC(=O)CCNS(=O)(=O)c2ccc(Br)s2)cc1	-3%[38.3 µM]	-6%	-1%	2%	24%	-5%	-3%
COc1ccccc1N1CCN(CC(=O)NC(=O)NCc2ccco2)CC1	2%	-16%	-16%	1%	6%[10 µM]	-1%	1%
CCOC(=O)c1c(C)[nH]c(C(=O)OCC(=O)N2c3ccccc3CC2C)c1C (stereo not given)	15%[38.3 µM]	-49%[inhibitor]	u	5%	-20%	4%	-1%
O=C1N(Cc2cccnc2)C[C@@H]2C[C@@H](c3cccc(Oc4ccccc4)c3)N3CCC[C@@]123	x	x	x	0%[9.22 µM]	-1%[10 µM]	-4%	x
CCC(C)N=C1CC(C)(C)CC(=O)/C1=C(/O)Cc1ccccc1 (stereo not given)	-1%	-51%[inhibitor]	6%	14%	3%[10 µM]	1%	-1%

Limited to CBFb-RUNX1 inh, for 4 of the compounds above:
SMILES	CBFb-RUNX1 inh
COc1ccccc1N1CCN(CC(=O)NC(=O)NCc2ccco2)CC1	-1%
CCOC(=O)c1c(C)[nH]c(C(=O)OCC(=O)N2c3ccccc3CC2C)c1C (stereo not given)	4%
O=C1N(Cc2cccnc2)C[C@@H]2C[C@@H](c3cccc(Oc4ccccc4)c3)N3CCC[C@@]123	-4%
CCC(C)N=C1CC(C)(C)CC(=O)/C1=C(/O)Cc1ccccc1 (stereo not given)	1%

(cont.)
SMILES	IMPase Li inh	SMN2 splice enh	LMNA splice mod	HttQ103 aggreg	HTT cytoprotect	CBFb-RUNX1 inh	KinaseGlo FLuc
CN(C)c1cccc(C(=O)n2cc(C(=O)c3cc(F)ccc3O)cn2)c1	5%[38.3 µM]	1%	2%	u	-12%[10 µM]	-4%	0%
CCN(CC(=O)NC(=O)NCc1ccco1)Cc1nc2ccccc2c(=O)[nH]1	18%[38.3 µM]	-19%	18%	7%	-12%	24%	-3%
CC(=O)Nc1ccc(N/C(C)=C/C(=O)c2cccnc2)cc1	2%	2%	5%	u	u	3%	-1%
CCn1cc(Br)c(C(=O)Nc2ccc(C(=O)OC(C)C)cc2)n1	-6%[38.3 µM]	-10%	u	-20%	-23%	3%	0%
CCCC(CCC(=O)Nc1nccs1)C(=O)O (stereo not given)	4%	-4%	11%[46 µM]	x	x	7%	-1%
COc1ccc(N(C(=O)C(C)C)S(=O)(=O)c2ccc3c(c2)n(C)c(=O)n3C)cc1	-11%[38.3 µM]	-20%	9%	-1%	1%	9%	1%
COc1cc(OC)cc(C(=O)OCn2nnc3ccccc3c2=O)c1	5%	-3%	-2%	10%	11%[10 µM]	-2%	0%
O=C(CN1CCN(Cc2ccccc2)CC1)NCCNc1ccc([N+](=O)[O-])cn1	12%	-5%	-8%[9.22 µM]	12%	-42%[inhibitor]	6%	-6%
O=C(NCCCn1ccnc1)/C(=C/c1ccccc1)NC(=O)c1ccccc1	12%	0%	x	10%[9.22 µM]	12%[10 µM]	9%	-3%
N#Cc1ccc(-c2ccc(OCC(O)CN3CCOCC3)cc2)cc1 (stereo not given)	6%	-21%	9%[46 µM]	x	x	3%	-4%
CCCCNC(=O)NC1(C(F)(F)F)Oc2ccccc2O1	23%[38.3 µM]	30%	-1%	u	-37%[inhibitor]	11%	-3%
CCN(CC)Cc1ccc(NC(=O)c2sc3cc(Cl)ccc3c2Cl)cc1	x	x	x	-8%[9.22 µM]	13%[10 µM]	5%	x
N#Cc1ccccc1S(=O)(=O)c1ccccc1C(=O)Nc1ccccc1	-3%	1%	5%[9.22 µM]	-3%	-1%	0%	7%
Cn1c(=O)[nH]c(=O)c2c1nc(SCC(O)CO)n2Cc1ccccc1Cl (stereo not given)	10%[38.3 µM]	5%	-3%	21%	-17%[0.074 µM]	5%	-5%
Cc1noc(C)c1COC(=O)COc1ccc(C#N)cc1	1%	16%	-11%[46 µM]	-1%	-17%	11%	3%
O=C(Nc1ccccc1)Nc1nnc(COc2ccccc2F)s1	x	x	x	-8%[9.22 µM]	-5%[10 µM]	5%	x
N#Cc1cccc(-c2nccc(NCc3ccccc3)n2)c1	1%	x	u	x	-45%[inhibitor]	x	x
CC12CN(NC(=O)c3ccccc3F)C3(C#N)CC1CCC23C (stereo not given)	19%	4%	x	32%	x	15%	0%
O=C(COC(=O)COc1ccc2ccccc2c1)NC1CCCc2ccccc21 (stereo not given)	-8%	11%	-6%	2%	x	6%	2%
COc1ccc(CC(=O)NCc2nnc(SCC(=O)Nc3nccs3)n2C)cc1	-2%	9%	x	16%	x	12%	-1%
Cc1cc(NC(=O)C2CCCN2C(=O)Nc2cccc(Cl)c2)ccc1-n1cnnn1 (stereo not given)	6%	x	u	20%[9.22 µM]	-11%[10 µM]	2%	1%
CC(=O)Nc1ccc(S(=O)(=O)Nc2cc([N+](=O)[O-])ccc2C)cc1	8%	11%	-10%[46 µM]	-4%[9.22 µM]	13%[10 µM]	3%	0%
CC(=O)N=c1sc2c3ccccc3ccc2n1C	x	x	1%	5%	1%	4%	x
O=C(O)c1ccccc1N/C=C\[N+](=O)[O-]	0%	-5%	x	13%	u	-8%	-1%
COc1cc(C2CC(=O)NC3=C2C(=O)CC(C)(C)C3)cc(OC)c1O (stereo not given)	-9%[38.3 µM]	3%	0%	-24%	-3%	0%	-3%
O=C(CSc1cccc[n+]1[O-])Nc1cc(S(=O)(=O)N2CCOCC2)ccc1N1CCOCC1	0%	-5%	-2%	21%	-21%[10 µM]	-2%	-1%
Cc1cc(C)n2c(SCc3ccccc3Cl)nnc2n1	34%[38.3 µM]	-9%	2%	-8%	-8%	7%	2%

Hits appear at their usual frequency; about 4% have a hit in one of these screens.
